All columns: NCI-60 one-dose screen, growth in % after 48 h at 10 µM unless noted; 100 = growth as untreated, 0 = no growth, -100 = all killed.
HL-60(TB) – HL-60(TB) leukemia cells; 78,000 tested, 9% active; active = growth percent below 10
* = called active by the depositor; & = joins results of further samples; [ ] = another dose, or the depositor's remark.

Start of the data: the first two compounds, to show the layout:
SMILES | HL-60(TB)
CC1=C(Cl)C(P(=O)(c2ccccc2)c2ccccc2)CP(=O)(c2ccccc2)C1 (configuration not stated) | 29
c1ccc(-c2cn3nc(-c4c[nH]c5ccccc45)sc3n2)cc1 | 95

Results, from the first entry:
SMILES | HL-60(TB)
CC1=C(Cl)C(P(=O)(c2ccccc2)c2ccccc2)CP(=O)(c2ccccc2)C1 (configuration not stated) | 29
c1ccc(-c2cn3nc(-c4c[nH]c5ccccc45)sc3n2)cc1 | 95
O=c1cc(CCc2ccccc2)[nH]c(=O)[nH]1 | 105
Cc1ccc(NC2(C(N)=O)CCCC2)cc1 | 103&98
COc1ccccc1CC(O)CNCC(C)C (configuration not stated) | 110
CCCCC(=O)O[C@H]1CC[C@H]2[C@@H]3CCc4cc(O)ccc4[C@H]3CC[C@]12C | 61
Nc1cc2ccc(S(=O)(=O)O)cc2cc1S(=O)(=O)O | 88&79
CN(C)C(C)(C)CC(C)(C)C | 72
Cc1[nH]nc2c1C(c1cc(=O)oc3ccc(Cl)cc13)CC(=O)O2 (configuration not stated) | 102
CC(=O)Oc1cc(C)c2sc(=O)[nH]c2n1 | 98
Cc1nc2sc3c(=O)[nH]c(-c4ccccc4Cl)nc3c2c(C)c1Br | 98
CC(=O)O/C(C)=C(\C)C(C)=O | 104
S=C=NCCc1ccccc1 | 9.6*
CCCCC1C(=O)NC(=S)N(C)C1=O (configuration not stated) | 85
O=C(Oc1ccc(Cl)cc1Cl)c1ccc([N+](=O)[O-])cc1 | 83
O=C(N/N=C/c1cccnc1)c1ccccc1Nc1cccc(C(F)(F)F)c1 | 65
COc1ccc(-c2nc(-c3ccc(Cl)cc3)cn3c2nc2ccccc23)cc1 | 129
CCn1nc(-c2ccccn2)c2cccnc2c1=S | 37
O=C(O)COc1ccc(Cl)cc1CC(Cl)CCl (configuration not stated) | 106
c1ccc2oc(-c3ccncc3)cc2c1 | 85
Cc1ccc(S(=O)(=O)Nc2ccc(Cl)cc2C(=O)O)cc1 | 114
CC(=O)[C@@]1(O)[C@H](O)C[C@H]2[C@@H]3CCC4=CC(=O)C[C@]4(C)[C@H]3CC[C@@]21C | 108
CCCCc1nc(Cl)c(C2CC(c3ccc4c(c3)OCO4)=NN2C(C)=O)[nH]1 (configuration not stated) | 90
O=C(O)c1ccc(-n2c(-c3ccc(Cl)cc3)nc(-c3ccccc3)c2-c2ccccc2)cc1 | 100
COc1cc(/C=N/Nc2nnc3n2N=C(c2ccccc2)CS3)ccc1O | 89

19 consecutive compounds out of the list so far:
SMILES | HL-60(TB)
CC1=C(Cl)C(P(=O)(c2ccccc2)c2ccccc2)CP(=O)(c2ccccc2)C1 (configuration not stated) | 29
c1ccc(-c2cn3nc(-c4c[nH]c5ccccc45)sc3n2)cc1 | 95
O=c1cc(CCc2ccccc2)[nH]c(=O)[nH]1 | 105
Cc1ccc(NC2(C(N)=O)CCCC2)cc1 | 103&98
COc1ccccc1CC(O)CNCC(C)C (configuration not stated) | 110
CCCCC(=O)O[C@H]1CC[C@H]2[C@@H]3CCc4cc(O)ccc4[C@H]3CC[C@]12C | 61
Nc1cc2ccc(S(=O)(=O)O)cc2cc1S(=O)(=O)O | 88&79
CN(C)C(C)(C)CC(C)(C)C | 72
Cc1[nH]nc2c1C(c1cc(=O)oc3ccc(Cl)cc13)CC(=O)O2 (configuration not stated) | 102
CC(=O)Oc1cc(C)c2sc(=O)[nH]c2n1 | 98
Cc1nc2sc3c(=O)[nH]c(-c4ccccc4Cl)nc3c2c(C)c1Br | 98
CC(=O)O/C(C)=C(\C)C(C)=O | 104
S=C=NCCc1ccccc1 | 9.6*
CCCCC1C(=O)NC(=S)N(C)C1=O (configuration not stated) | 85
O=C(Oc1ccc(Cl)cc1Cl)c1ccc([N+](=O)[O-])cc1 | 83
O=C(N/N=C/c1cccnc1)c1ccccc1Nc1cccc(C(F)(F)F)c1 | 65
COc1ccc(-c2nc(-c3ccc(Cl)cc3)cn3c2nc2ccccc23)cc1 | 129
CCn1nc(-c2ccccn2)c2cccnc2c1=S | 37
O=C(O)COc1ccc(Cl)cc1CC(Cl)CCl (configuration not stated) | 106

Later entries
SMILES | HL-60(TB)
Nc1ncncc1-c1ccccc1Cl | 95&85
O=C(Cn1cc(COc2ccc(Br)cc2)nn1)Nc1nc2ccccc2s1 | 98
Cc1nn(-c2ccc(Br)cc2)c2ncnc(Nc3ccc(OCc4c(-c5ccccc5)no[n+]4[O-])cc3)c12 | 115
C1=C(c2ccccc2)N=C(c2nccc3ccccc23)C1(c1ccccc1)c1ccccc1 | 113
O=P1(c2ccccc2)CC=CC1 | 103
COc1cc(NCCCCCCN)c2ncccc2c1OC | 103&40
CCCCSC1=NCCCS1 | 84
Cc1ccc(/C(C#N)=C/c2ccc3c(c2)OCO3)cc1 | 67
Nc1nccc(=S)[nH]1 | 80
O=[N+]([O-])c1ccc(Br)c(I)c1 | 109
CCSc1cnnc2ccccc12 | 91
CC(=O)N1CCN(c2cc3c(cc2F)c(=O)c(C(=O)O)cn3C2CC2)CC1 | 97
C/C=C/C=C/C=C\CC/C=C/C(=O)NCC(C)(C)O | 81
Cc1cc(C#Cc2ccc(C(C)(C)C)cc2)ccc1-n1c(/C=C/c2ccc3[nH]ccc3c2)nc2ccccc2c1=O | 93
C=C(C)C1CC=C(C)/C(=N\NC(=O)c2ccncc2)C1 (configuration not stated) | 107
Cc1ccc(-c2nc3nc(-c4ccccc4)nc(N(C)CC(O)C(O)C(O)C(O)CO)c3o2)cc1 (configuration not stated) | 105
Cc1ccccc1CNc1ccc(N2CCOCC2)cc1 | 102
COc1cc(-n2cc(C#N)c(N)c2C(=O)c2ccc(C)cc2)cc(OC)c1OC | 97
O=C(SCc1ccccc1)c1ccccc1 | 100
Cc1c2c[n+](C)ccc2c(C)c2c1[nH]c1ccc(O)cc12 | 94
COc1cc(C2CC(=O)Nc3c2c(C)nn3-c2nc3ccccc3[nH]2)cc2c1OCO2 (configuration not stated) | 90
O=C(/C=C/c1cn(-c2ccccc2)nc1-c1ccc(O)cc1)c1ccc(O)cc1 | 105
COc1ccc(/C=C2\CCCC3=C2NC(C)=NC3c2ccc(OC)c(OC)c2)cc1OC (configuration not stated) | -6.6*
CCn1c(SCC(=O)N/N=C/c2cn(-c3ccccc3)nc2-c2ccc(Cl)cc2)nc2c1c(=O)n(C)c(=O)n2C | 108
O=C(O)CS(=O)c1ccc(Cl)cc1 (configuration not stated) | 86
Later entries:
SMILES | HL-60(TB)
Cc1cc(=O)[nH]c(SCC(=O)NCCc2ccc(S(N)(=O)=O)cc2)n1 | 105
O=CC(CO)CC(C=O)n1cnc2c(=O)[nH]cnc21 (configuration not stated) | 97
CCN1CN2C(=O)N3CN(CC)CN4C(=S)N(C1)C2C34 (configuration not stated) | 97
C/C(=C(\c1ccc(OCCCN(C)C)cc1)c1ccc(OC(=O)c2ccccc2)cc1)c1ccc(Cl)cc1 | 99
O=C(O)c1ccc(-c2ccc(/C=N/NC(=O)c3[nH]c4ccc(Br)cc4c3-c3ccccc3)o2)cc1O | 92
CC(=O)N1C(=O)c2ccccc2C1=O | 107
O=C(O)COc1c(Cl)cc([N+](=O)[O-])cc1Cl | 87
O=C(CN1C(=O)/C(=C/c2ccco2)SC1=S)NCCc1c[nH]c2ccc(F)cc12 | 96
CCOC(=O)C1CC(=O)c2cc(OC)c(OC)cc2C1 (configuration not stated) | 98
COc1cc2oc(-c3cccc(C(=O)NCc4ccccc4)c3)cc(=O)c2c(O)c1OC | 100
O=C(c1ccccc1F)N1CCN(c2ccnc3cc(Cl)ccc23)CC1 | 88
CCC(=O)c1ccc(-c2ccccc2)cc1 | 108
COc1cc(/C=C/C(=O)c2cc(OC)c(OC)c(OC)c2)ccc1Oc1nc(NCCO)nc(N2CCOCC2)n1 | -5.2*
Clc1ccc(NP(Br)(c2ccccc2)(c2ccccc2)c2ccccc2)cc1 | 70
CCOC(=O)N1CCN(S(=O)(=O)c2ncsc2-c2ccccc2)CC1 | 102
COc1ccc(/C(CSc2nnc(-c3c[nH]c4ccccc34)n2-c2ccccc2)=N/O)cc1 | 3.9*
CCCCC(CC)C(=O)Oc1c(Cl)cc(Cl)cc1[N+](=O)[O-] (configuration not stated) | 115
COc1ccc(-c2nc3cnccn3c2NC(C)(C)CC(C)(C)C)cc1O | 76
CC1=CNNc2c3ncnc-3ncn21 | 100
CCOC(=O)c1nnn(-c2ccc(F)cc2)c1/C=C1\SC(=S)NC1=O | 99
Clc1cccc(-c2cc(Cn3cnc4ccccc43)on2)c1 | 66
CC1(C)OC(=O)C(=Cc2ccccc2F)C(=O)O1 | 77
CC(C)(C)c1ccc(OCc2nc3ccccc3n2-c2cccc(N)c2)cc1 | 99&68
COc1ccc(C2Oc3ccccc3C(=O)C2SC(=S)N2CCOCC2)cc1 (configuration not stated) | 60
Clc1nc2ccc(Br)cc2cc1Cn1nnnc1Cc1ccccc1 | 95
Further entries follow.
SMILES | HL-60(TB)
Cc1[nH]c(-c2nc3ccccc3[nH]2)c(C)c1C(=O)NNc1ccccc1 | 103
COc1cc(CNS(=O)(=O)c2ccc(C)cc2)ccc1OCc1cn(-c2cccc([N+](=O)[O-])c2)nn1 | 99
CC12COC(=O)CC1CCC1C2CCC2(C)C1CCC2(C)O (configuration not stated) | 176
COc1ccc2nc3sc(C(=O)Nc4ccc(C(=O)/C=C/c5ccccc5)cc4)cc3cc2c1 | 87
CC1CCN(C2=NC(=O)/C(=C\c3ccc(OCc4ccc([N+](=O)[O-])cc4)cc3)S2)CC1 | 113
COc1cc([N+](=O)[O-])c(Cl)cc1N | 102
Cc1cc(N)c2cc(NC(=O)CCCCCC(=O)Nc3ccc4nc(C)cc(N)c4c3)ccc2n1 | 93
Cn1ccc2c1CC1CN(Cc3ccco3)C(=O)C1C2C(=O)O (configuration not stated) | 99
CCc1cccc(CC)c1NC(=O)NCCN1CC1 | 156
C/C(=C\CCc1ccoc1)CC/C=C(\C)CCCN1CCC(CO)CC1 | 17
CC1=C(C)C(=O)C(N2CCN(c3cccc(C)c3)CC2)=C(Cl)C1=O | 77
[N-]=[N+]=Nc1ncc(-c2ccc(C(F)(F)F)cc2)c(NC2CCCCCC2)n1 | -15*[100 µM]
CCCCCCCCCCCCCCNc1nc(C#N)ncc1-c1ccc(C(F)(F)F)cc1 | 90
COc1cc(Nc2ncccc2C(=O)Nc2nc3ccc(F)cc3s2)cc(OC)c1OC | 136
C=C1CC[C@H](C(C)C)[C@@H]2[C@H]1[C@H]1C[C@](C)(O)[C@@H](OCC)CC[C@@](C)(O)[C@@H]2O1 | 97
CCN(CC)CC(CC)(c1ccccc1)C1(O)CCCC1 (configuration not stated) | 101
NS(=O)(=O)c1cccc(NC(=O)Nc2nc3ccccc3s2)c1 | 97
COc1ccc2c(c1)CCC1=C2CCC2(C)C(=O)CCC=C12 (configuration not stated) | 98
Cc1nc2ccccc2c(=O)n1Cc1nnco1 | 108
c1ccc(CNCCNCCNCc2ccccc2)cc1 | 94
COc1nc2c(cc1S(=O)(=O)c1ccccc1)CCCc1ccn(C)c1-2 | 45
CN1CCCCC1CCN1c2ccccc2Sc2ccc(Br)cc21 (configuration not stated) | 35
CC(C)(C)c1ccc(C(=O)Nc2cccc(NC(=O)c3ccccn3)c2)cc1 | 86
O=C1c2ccccc2C(=O)c2cc(Cn3cc[n+](Cc4ccc5ccccc5c4)c3)ccc21 | 43
N#C/C(=C\NC(=S)N=Nc1c(O)[nH]c2ccccc12)c1nc2ccccc2s1 | 103
Next part
SMILES | HL-60(TB)
OCC1OC(n2ccc3c(NO)ncnc32)C(O)C1O (configuration not stated) | -35*
IC1c2ccccc2C1I (configuration not stated) | 56
CC(C)(C)CC(C)(C)Nc1c(-c2ccc(-c3ccccc3)cc2)nc2ccccn12 | 79
O=C(N=Nc1c(O)[nH]c2ccccc12)Nc1ccc(F)cc1 | 94
O=C(/C=C1\C(=O)N(Cc2ccc([N+](=O)[O-])cc2)c2ccccc21)c1ccc(OCCN2CCCCC2)cc1 | -51*
COc1ccc2nc(Cl)c(-c3cc(-c4ccccc4)nc(=S)[nH]3)cc2c1 | 20
COc1ccc(C2=CC(c3ccc(C)cc3Br)N3C(C)=CSC3=N2)cc1OC (configuration not stated) | 87
O=C1c2cccnc2C(=O)c2c1c(C(=O)OCCN1CCCCC1)c1ccccn21 | -46*
Nc1c(C(=O)Nc2ccccc2Cl)sc2nc3c(cc12)C(O)CCC3 (configuration not stated) | 0.9*
CCNc1nnc2n(-c3ccccc3)c(=O)c3cnn(-c4ccccc4)c3n12 | 79
CC1c2ccccc2-c2ccccc2N1C (configuration not stated) | 106
OCCN1CCCC1 | 102
COc1cc2c(cc1OC)N(CCO)C1=C(C(=O)OC1)C2c1cccc(Cl)c1 (configuration not stated) | 88
O=S(=O)(c1ccc(N=C2NN=C(c3c[nH]c4ccccc34)CS2)cc1)N1CCOCC1 | 31
O=C(NN(Cc1ccccc1)Cc1ccccc1)c1ccccc1 | 102
C/C(=N/N)c1nnn(-c2ccc([N+](=O)[O-])cc2)c1C | 109
COc1cc([N+](=O)[O-])ccc1NC(=O)NCc1ccccc1 | 97
CCCCS(=O)(=O)Nc1ccc(C(=O)NN)c(Cl)c1 | 84
O=C(Nc1cc(Cl)cc(Cl)c1)Nc1cc(Cl)cc(Cl)c1 | -15*
Cc1ccsc1[C@@H]1C[C@@H]2Cc3cc(Br)c4ccccc4c3N1O2 | 109
Cc1c(O)cc(C(=O)CCl)c(O)c1C | 99
Cc1cccc(-n2c(C3=C(O)c4ccccc4C3=O)nnc2-c2ccccc2)c1 | 96
COc1ccc2sc(C)cc(=O)c2c1 | 92
COc1cccc(-c2nn(C(C)(C)C)cc2-c2ccnc(NCCCNS(=O)(=O)c3ccc(Br)cc3)c2)c1 | 92&93
NC(=O)c1cccc(-n2ccc3cc(NC(=O)Nc4ccc(Cl)c(Cl)c4)ccc32)n1 | 102
Carrying on:
SMILES | HL-60(TB)
CCOC(=O)CC(C(=O)OCC)C(=O)OCC | 95
Cc1cccc(/C=C\C(=O)c2ccccc2)c1 | 59&99
CC[C@H](CO)Nc1nc(NCc2ccccc2)n2ncc(C(C)C)c2n1 | -38*
O=S1(=O)NCCCN1CCNc1nccc(-c2c(-c3cccc(O)c3)nc3sccn23)n1 | 73
COc1ccc(-c2cc3c(oc2=O)-c2ccccc2OC3O)cc1 (configuration not stated) | 109
NC(=O)c1c(NC(=O)c2ccccn2)sc2c1CCC(=O)C2 | 0.0*
CCOC(=O)CC[C@H](NC(=O)c1ccc(NC(=O)Cn2c(C)nc3c(c(C)nn3-c3ccccc3)c2=O)cc1)C(=O)OCC | 96
CC1(C)C(C(N)=O)C(=O)NC(=O)C1C(N)=O (configuration not stated) | 102

Only part of the results is shown, so the mix of outcomes need not match the whole.
